IL1B NFkB pot: enhances IL-1B driven NFkB nuclear translocation; HUVEC IL-1B NFkB p65 nuclear translocation imaging; activation, % at 2 µM; hit rate 0.3% among 94,000;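 active = activation above 40%, about the mean plus 3 SD, also judged a hit on visual image review; inconclusive = activation above 40% but not a hit on visual review; inactive = activation not above 40% and no visual hit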;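 also: percent activation is computed from the nuclear over cytoplasmic p65 intensity ratio; values of inactives mirror those of a sister screen read the other way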
PLAP inhibition: PLAP enzyme inhibitors, biochemical, luminescence, HTS (AID 690); purified PLAP, luminescent substrate; higher % means a stronger effect; inhibition, % at 20 µM; hits with a dose series show IC50 in µM; hit rate 0.08% among 96,000; in the data active = a potency from the dose series; inactive = the rest, 99 in 100 with inhibition below about 30%; also: strong numbers were not always called active
Bcl-B displacement: displacers of TR3 peptide from Bcl-B, primary screen, selectivity assay for Bfl-1 inhibitor project, biochemical, fluorescence polarization; FP displacement of FITC-TR3 peptide from Bcl-B; higher % means a stronger effect; one-dose displacement, % at 20 µM; IC50 in µM for titrated hits; hit rate 0.11% among 96,000; AID 748;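 active = displacement above 50% at 20 µM plus a fluorescence interference ratio under 1.5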;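 also: plate controls were wells without compound for no effect and wells lacking Bcl-B protein for full effect; a part of the inactive calls stands beside numbers as strong as those of hits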
MRP resist rev: compounds reversing MRP-mediated drug resistance. H69AR cells + 2 uM doxorubicin, CellTiter-Glo, 72 h. hit rate 0.04% among 85,000. differential viability (reversal), % at 10 µM. AID 602;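 active = viability drop by adding the cancer drug above about 55%, with treated viability meeting a 40% cutoff, limit read from the data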;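 also: viability without doxorubicin minus viability with 2 µM doxorubicin for each compound; larger differential means the compound sensitizes cells more to doxorubicin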
IL1B NFkB inh: blocks IL-1B driven NFkB nuclear translocation in HUVEC cells; inhibition, % at 2 µM; hit rate 0.43% among 94,000; AID 796; HUVEC IL-1B NFkB p65 nuclear translocation imaging;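 active = inhibition above about 30% together with a positive call from visual inspection of the well image, limit read from the data; inconclusive = inhibition above a set limit but visual check negative; inactive = inhibition not above a set limit, visual check negative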;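 also: nuclear over cytoplasmic p65 intensity ratio measured by imaging; 0% = IL-1B stimulated DMSO wells and 100% = unstimulated DMSO wells; values of inactives mirror those of a sister screen read the other way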
MRP resist rev cytotoxicity: recorded beside MRP resist rev, whose call it bears; viability, %; H69AR cells, CellTiter-Glo, 72 h; measured here: cytotoxicity without doxorubicin
MRP resist rev with doxorubicin: second read-out of MRP resist rev, no call of its own (marks repeat the call); viability, %; measured here: viability with 2 uM doxorubicin; stronger effect = lower value
IL1B NFkB inh cell count 2 µM: also measured in IL1B NFkB inh; calls as there; cell count; measured here: cells passing quality filter;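 raw number of nuclei counted in each imaged well without normalization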
IL1B NFkB pot cell count 2 µM: also measured in IL1B NFkB pot; calls as there; cell count; measured here: cells passing quality filter
Active calls of the source: *; u = inconclusive; x = not tested or not shown.

Compound,IL1B NFkB pot,IL1B NFkB pot cell count 2 µM,PLAP inhibition,Bcl-B displacement,MRP resist rev,MRP resist rev cytotoxicity,MRP resist rev with doxorubicin,IL1B NFkB inh,IL1B NFkB inh cell count 2 µM
CN(CC(=O)N1CCN(c2ccccc2)CC1)S(=O)(=O)c1cnc[nH]1,0.4,82,-18.5%,7.8%,-6.9,100.8,107.7,-0.4,82
CC(=O)c1c(C)[nH]c(C(=O)OCCCCN2C(=O)c3ccccc3C2=O)c1C,-5.6,198,3.4%,-8.3%,0.5,87.8,87.3,5.6,198
CN(C)CCCn1c(N)c(C#N)c2nc(C#N)c(C#N)nc21,6.7,113,0.9%,18.0%,2.2,75.3,73.0,-6.7,113
CCc1ccc(C2CC(c3cccc(Cl)c3)n3nc(N)nc3N2)cc1 (stereo not given),x,x,-13.7%,-7.3%,-40.1,38.2,78.3,x,x
COc1ccc(S(=O)(=O)N/N=C\c2ccc(OC)c(COc3ccc(C)cc3[N+](=O)[O-])c2)cc1,4.5,106,x,x,-45.6,29.6,75.2,-4.5,106
COc1cccc(-n2ccnc2SCC(=O)Nc2ccccc2)c1,-4.0,83,5.6%,0.4%,10.0,87.4,77.4,4.0,83
O=C(COc1ccc2ccccc2c1)NCC(=O)N/N=C/c1ccco1,27.5,209,8.3%,-4.3%,x,x,x,-27.5,209
O=C(NCCC1=CCCCC1)C(=O)NCc1ccccc1Cl,-7.2,148,-29.9%,0.6%,x,x,x,7.2,148
Cc1ccc(CNC(=O)c2cc3c(C)nc4ccccc4c3o2)cc1,11.7,52,-22.3%,3.3%,7.0,90.5,83.5,-11.7,52
COc1ccc(CCNC(=O)CN2C(=O)C3(OCCCO3)c3ccccc32)cc1OC,x,x,10.5%,-7.0%,-17.4,87.4,104.8,x,x
CCCCN(C)CCNC(=O)c1ccc2c(c1)NC(=O)C(N1CCCCC1)S2 (stereo not given),6.1,200,-45.8%,5.3%,12.5,87.8,75.4,-6.1,200
CCCN1C(=O)CC(C(=O)OC)=C1C,2.8,87,-16.7%,-8.3%,3.4,97.1,93.7,-2.8,87
C=CCNC(=O)c1nn2cccnc2c1Cl,3.3,155,15.3%,-10.8%,-8.9,86.7,95.5,-3.3,155
CCOC(=O)N1CCN(Cc2nc(-c3ccccc3)no2)CC1,-3.2,123,-2.0%,-6.3%,14.7,96.0,81.4,3.2,123
COc1ccc(NC(=O)CCN2CCN(S(=O)(=O)c3ccc(C(C)C)cc3)CC2)cc1,7.8,147,-66.6%,2.7%,-9.1,85.6,94.7,-7.8,147
COc1ccc(-c2nnc(SCc3csc(N)n3)n2C)cc1,x,x,8.3%,0.7%,-0.7,87.3,88.0,x,x
Cc1nc(NC(=O)c2csc3ccccc23)sc1C,x,x,-4.3%,-1.3%,-11.9,40.7,52.6,x,x
O=C(Cn1c(NCCO)nc2ccccc21)c1ccc(Cl)cc1,0.7,158,-2.3%,-10.4%,14.2,105.4,91.2,-0.7,158
COc1cccc(C(=O)N(Cc2nc(-c3cccc(C)c3)no2)C(C)C)c1OC,11.4,146,-59.9%,-1.3%,9.8,81.0,71.2,-11.4,146
CC(C)(C)C(=O)Nc1ccccc1C(=O)Nc1ccccn1,-15.3,151,x,x,-10.6,88.7,99.3,15.4,151
O=C(NCCNS(=O)(=O)c1cccc(C(F)(F)F)c1)c1cc(OCC(F)(F)F)ccc1OCC(F)(F)F,-1.7,106,11.8%,8.6%,x,x,x,1.7,106
CCN(Cc1nc2ccccc2c(=O)[nH]1)Cc1cc(=O)oc2cc(OC)ccc12,7.6,209,-69.7%,-31.6%,x,x,x,-7.6,209
Cc1nc2scc(-c3ccc(Cl)cc3)c2c(=O)o1,6.9,42,23.3%,-10.2%,-26.4,59.1,85.6,-6.9,42
CC1CC(NC(=O)Cc2ccc(Br)cc2)CC(C)(C)C1 (stereo not given),9.8,132,x,x,12.8,97.1,84.4,-9.8,132
CNC(=O)c1ccccc1NC(=O)c1ccc(C)c(S(=O)(=O)N2CCCCC2)c1,1.7,192,34.0%,2.7%,-9.7,65.0,74.7,-1.7,192
COC(=O)c1cccc(NC(=O)CCSc2ccc(Cl)cc2)c1C,-2.3,127,7.3%,-1.9%,x,x,x,2.3,127
COc1cccc(C2CC(C(F)(F)F)n3ncc(C(=O)Nc4c(C)n(C)n(-c5ccccc5)c4=O)c3N2)c1 (stereo not given),-11.5,164,x,x,-6.1,88.7,94.7,11.5,164
CC1=C(C(=O)Nc2ccccc2C)C(c2cccnc2)n2nc(CCCO)nc2N1 (stereo not given),20.8,173,-12.1%,-11.0%,-5.3,102.4,107.7,-20.8,173
O=C1CC(N(Cc2ccco2)C(=O)Nc2ccc(F)cc2)C(=O)N1c1ccc(F)cc1 (stereo not given),3.7,110,5.6%,2.7%,4.4,93.5,89.1,-3.7,110
OCCN(Cc1ccccc1)Cc1ccc(Cl)cc1,-4.3,152,-19.4%,-11.8%,x,x,x,4.3,152
COC(=O)C1=C(N)Oc2cc(C)n(Cc3cccnc3)c(=O)c2C1c1ccccc1OC (stereo not given),x,x,-13.9%,-7.3%,6.7,91.4,84.7,x,x
Cc1c(NC(=O)Cn2ccc([N+](=O)[O-])n2)c(=O)n(-c2ccccc2)n1C,2.9,148,8.2%,-0.9%,x,x,x,-2.9,148
O=C(COc1ccccc1F)Nc1nnc(-c2ccncc2)s1,19.9,133,6.3%,-0.8%,-5.4,90.2,95.7,-19.9,133
CCCn1nnc(NC(=O)Cc2ccc(Cl)cc2)n1,-16.0,105,x,x,x,x,x,16.0,105
CCNC(=O)CC1C(=O)N(c2ccc(C)cc2)C(=O)N1Cc1ccccn1 (stereo not given),7.3,170,9.7%,-12.5%,-2.9,87.8,90.7,-7.3,170
COc1ccc(NC(=S)Nc2cc(-c3ccccc3)[nH]n2)cc1Cl,5.0,127,2.7%,0.0%,x,x,x,-5.0,127
Nn1c(COc2ccccc2)nc2ccccc2c1=O,-1.9,81,-4.8%,-0.8%,6.5,85.0,78.5,1.9,81
O=C(CSc1nc2ccccc2c(=O)n1CC1CCCO1)N1CCN(c2ccccc2)CC1 (stereo not given),-1.8,165,x,x,1.1,61.0,59.9,1.8,165
Cc1nc2nc(SCC(=O)N3CCOCC3)nn2c(C)c1Cc1ccccc1,-2.2,123,-21.6%,-10.3%,x,x,x,2.2,123
O=C(CSc1nnc2ccccn12)c1ccc(OC(F)F)cc1OC(F)F,12.3,135,-52.8%,-10.8%,4.2,74.6,70.4,-12.3,135
CCc1c(C)nc(SCC(N)=O)c(C#N)c1C,11.5,182,-2.5%,-2.4%,5.6,99.0,93.4,-11.5,182
O=C(Nc1ccc(Nc2ccccc2)cc1)C1CC1,-5.6,149,9.5%,0.8%,19.5,88.0,68.6,5.6,149
Cn1c(=O)n(CCCOc2ccc(Br)cc2)c2ccccc21,6.8,136,-22.0%,-5.1%,18.9,100.2,81.3,-6.8,136
Cc1cc(C)c2c(c1)SC1=NC(c3ccccc3)(C(F)(F)F)NC(=O)N12 (stereo not given),6.4,142,-9.7%,16.1%,12.8,83.1,70.3,-6.4,142
CCCCN(CC)S(=O)(=O)c1ccc(C(=O)Nc2nnc(CSC)o2)cc1,-7.4,137,-16.7%,-5.2%,x,x,x,7.4,137
O=C1C2C3C=CC(C3)C2C(=O)N1c1n[nH]c(CCc2ccccc2)n1 (stereo not given),34.7,125,30.0%,-4.3%,-3.5,94.4,98.0,-34.7,125
O=C(NCc1ccccc1)NC(=O)c1ccccc1,-6.0,103,18.2%,-5.9%,24.4,114.6,90.2,6.0,103
C=CCNC(=S)N1CCN(CCN=CC2=C(O)CC(c3ccco3)CC2=O)CC1 (stereo not given),-53.7,7,-23.5%,8.2%,-2.7,89.6,92.3,53.7*,7*
Nc1ccccc1OCCOCCOCCOc1ccccc1N,x,x,9.6%,15.2%,-14.5,61.7,76.2,x,x
COc1ccc(C(C(=O)NC2CCCC2)N(Cc2ccccc2)C(=O)CNC(=O)c2ccco2)cc1 (stereo not given),-13.5,124,-47.0%,12.1%,10.0,101.8,91.8,13.5,124
O=C(OCc1c(Cl)cccc1Cl)c1cccnc1,11.9,134,-8.7%,-12.3%,-4.2,102.3,106.6,-11.9,134
CC(C)(C)c1ccc(CNc2cc(N3CCOCC3)ccc2[N+](=O)[O-])cc1,-40.8,140,15.2%,-0.3%,x,x,x,-9.4,114
Cc1[nH][nH]c(=O)c1C(c1ccc(-c2ccc(Cl)cc2Cl)o1)c1c(C)[nH][nH]c1=O,28.0,146,-166.1%,-18.8%,x,x,x,-28.0,146
Cc1ccccc1NC(=S)NCCC(c1ccccc1)c1ccccc1,28.2,129,-4.0%,-11.3%,x,x,x,-28.2,129
Cc1ccc(Cn2c(SCC(=O)N/N=C/c3ccc(C)o3)nc3ccccc32)cc1,7.9,146,-67.0%,-2.8%,x,x,x,-7.9,146
CN(C1CCCCC1)S(=O)(=O)Cc1ccccc1,x,x,2.2%,-23.3%,15.5,91.7,76.1,x,x
O=C(N1CCN(c2ccccc2)CC1)C12CC3CC(CC(C3)C1)C2,0.1,66,-10.8%,0.8%,-1.6,84.3,85.9,-0.1,66
CC(C)NS(=O)(=O)c1ccc(CCC(=O)N2CCOCC2)cc1,u,x,6.1%,-5.8%,3.5,103.6,100.1,-47.3,93
O=C(CSc1nnnn1-c1ccc2c(c1)OCCO2)N1CCc2ccccc21,17.7,105,6.5%,1.5%,1.3,85.5,84.2,-17.7,105
COC(=O)c1ccccc1NC(=O)CN1CCC(n2nnc3cc(C(F)(F)F)ccc32)CC1,-2.0,179,-38.5%,-6.1%,x,x,x,2.0,179

The list continues:
Compound,IL1B NFkB pot,IL1B NFkB pot cell count 2 µM,PLAP inhibition,Bcl-B displacement,MRP resist rev,MRP resist rev cytotoxicity,MRP resist rev with doxorubicin,IL1B NFkB inh,IL1B NFkB inh cell count 2 µM
O=c1c2cc(Br)ccc2[nH]c(=S)n1Cc1cccnc1,-1.9,150,13.2%,1.1%,x,x,x,2.0,150
Cn1c(CSc2nc3ccccc3n2C)nc2ccccc21,-7.4,137,-1.8%,-3.1%,26.2,105.3,79.1,7.4,137
CCN1CCN(c2nc3c(c(=O)n(C)c(=O)n3C)n2CCSc2ncccn2)CC1,24.2,108,-47.6%,-6.7%,16.6,95.8,79.2,-24.2,108
COc1cccc(NC(=O)C2CCCCC2)c1,10.2,130,x,x,14.9,85.8,70.8,-10.3,130

Only part of the results is shown (hit frequency here may not be typical).
